CHRM1 antagonist – antagonists of human M1 muscarinic receptor. P11229. CHO-K1 hM1, Fluo-8 calcium fluorescence, ACh EC80 antagonist. inhibition, % at 3 µM. 360,000 tested, 1.3% active. AID 588852;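 active = percent inhibition above its own plate's cutoff, namely the mean of that plate's compound wells plus 3 SD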;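 also: peak over basal fluorescence ratio during 140 s after agonist addition; 0% = ACh EC80 plus DMSO and 100% = DMSO alone without agonist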
CHRM1 agonist – human M1 muscarinic receptor agonism; CHO-K1 hM1, Fluo-8 calcium fluorescence, agonist mode; 0% DMSO, 100% acetylcholine EC100; activation, % at 3 µM; 360,000 tested, 0.33% active;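 active = activation above the run's mean compound activation plus 3 SD, cut at about 16% in these data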;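 also: peak over basal fluorescence ratio within a 140 s kinetic read after compound addition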
CHO parental Ca – counter-screen for OX1R antagonists: effect in parental CHO cells | parental CHO-K1, ATP-induced calcium, Fluo-8 fluorescence | inhibition, % at 5.6 µM | 330,000 tested, 0.63% active | AID 463079;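 active = inhibition above that plate's mean sample inhibition plus 3 SD, cut at about 26% in these data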;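 also: 0% = ATP-challenged DMSO wells and 100% = DMSO wells without ATP; some compounds past the cut are filed as inactive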
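Material: Parental CHO cells | Reagent: ATP | Compound dosing: Single nominal dose of 5.6 µM per compound | Detection: Intracellular calcium via Fluo-8 no-wash fluorescent dye | Read-out: % inhibition of ATP-induced calcium mobilization | Benchmarks: Low control ATP plus DMSO, high control DMSO only | Replicates: Singlicate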
CHO-K1 Ca ag – M1 agonist counterscreen hit in parental CHO-K1 cells; Fluo-8 calcium fluorescence; scaled to maximal ATP response, vehicle zero; activation, % at 3 µM; 360,000 tested, 0.48% active; AID 602248; in the data active = activation above about 15%;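 also: untransfected CHO-K1 host cells lacking M1 receptor as counterscreen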
M1 PAM – positive allosteric modulators of human M1 muscarinic receptor. P11229. 360,000 tested, 0.088% active. CHO-K1 hM1, Fluo-8 calcium fluorescence, ACh EC20; 0% = ACh EC20, 100% = maximal ACh. AID 588819. activation, % at 3 µM; in the data active = activation above about 19%, passing the limit was not always enough
CHRM4 antagonist – CHRM4 antagonism in calcium assay; 360,000 tested, 0.73% active; CHO-hM4 cells, ACh EC80, Fluo-8 calcium fluorescence; inhibition, % at 3 µM;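 active = inhibition above its plate's cutoff, the mean inhibition of sample wells plus 3 SD, cut at about 27% in these data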;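 also: 0% = acetylcholine EC80 with DMSO and 100% = DMSO without agonist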
Target sequence (P08173 whole entry, looked up): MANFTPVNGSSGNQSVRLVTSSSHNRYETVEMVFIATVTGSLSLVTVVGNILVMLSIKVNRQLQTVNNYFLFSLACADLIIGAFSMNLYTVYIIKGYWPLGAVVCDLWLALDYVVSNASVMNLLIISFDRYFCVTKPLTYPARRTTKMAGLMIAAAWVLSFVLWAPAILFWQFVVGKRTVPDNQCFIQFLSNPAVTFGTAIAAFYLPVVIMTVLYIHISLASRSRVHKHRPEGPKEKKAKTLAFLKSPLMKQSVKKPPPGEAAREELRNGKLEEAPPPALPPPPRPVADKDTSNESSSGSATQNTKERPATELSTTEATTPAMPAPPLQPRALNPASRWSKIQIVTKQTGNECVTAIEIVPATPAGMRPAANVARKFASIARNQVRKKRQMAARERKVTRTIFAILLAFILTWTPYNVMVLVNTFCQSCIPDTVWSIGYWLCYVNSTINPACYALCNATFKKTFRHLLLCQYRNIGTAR
CHO-K1 Ca antag – counter-screen for M1 antagonists: effect in parental CHO-K1 cells. ATP-induced calcium, Fluo-8 fluorescence. inhibition, % at 3 µM. 360,000 tested, 0.6% active. AID 602250;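 active = inhibition above a per-plate cutoff, the plate's mean sample inhibition plus 3 SD, cut at about 24% in these data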;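 also: 0% = DMSO plus EC80 ATP and 100% = DMSO alone without ATP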
CHRM4 agonist – CHRM4 agonism in calcium assay; P08173; CHO-K1 hM4/Gqi5, Fluo-8 calcium fluorescence; vehicle 0%, full acetylcholine response 100%; 360,000 tested, 0.14% active; activation, % at 3 µM; AID 624127;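 active = activation above the run mean over all test wells plus 3 SD, cut at about 32% in these data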;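 also: peak over basal fluorescence ratio per well then scaled between controls; 0% = DMSO wells and 100% = acetylcholine at EC100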
OXTR potentiate – human OXTR potentiation. P30559. CHO-OTR cells, Fluo-8 calcium fluorescence, potentiator mode; 0% = oxytocin EC15, 100% = EC100. activation, % at 3 µM. 320,000 tested, 0.061% active;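 active = activation above that plate's cutoff, the mean activation of tested compounds plus 3 SD, cut at about 6.6% in these data, passing the limit was not always enough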;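 also: 100% uses oxytocin at 75 nM as the full agonist control; some results filed as inactive read as strong as hits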
Target sequence (P30559 whole entry, looked up): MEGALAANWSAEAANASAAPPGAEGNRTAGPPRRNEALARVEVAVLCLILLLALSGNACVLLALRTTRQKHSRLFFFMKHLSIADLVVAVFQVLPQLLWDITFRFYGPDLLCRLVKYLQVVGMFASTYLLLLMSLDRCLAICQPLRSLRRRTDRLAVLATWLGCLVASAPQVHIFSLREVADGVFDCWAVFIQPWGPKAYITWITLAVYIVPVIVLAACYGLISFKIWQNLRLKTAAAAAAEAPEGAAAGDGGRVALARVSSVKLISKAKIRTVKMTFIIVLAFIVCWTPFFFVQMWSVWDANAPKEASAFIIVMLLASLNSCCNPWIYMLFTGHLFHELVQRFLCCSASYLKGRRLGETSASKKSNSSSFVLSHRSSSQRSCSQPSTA
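Assay system: CHO-OTR cells, human receptor / Also added: oxytocin at about EC15, sub-maximal agonist stimulus / Dosing: single dose, 3.0 µM nominal final compound concentration / Incubation: 6 min pre-incubation, 100 s read / Technique: Fluo-8 calcium dye fluorescence / Read-out: % activation vs EC15 and EC100 oxytocin / Benchmarks: EC15 oxytocin low, 75 nM oxytocin high / Replicates: singlicate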
Active calls of the source: *; / = not tested or not shown.

Compound	CHRM1 antagonist	CHRM1 agonist	CHO parental Ca	CHO-K1 Ca ag	M1 PAM	CHRM4 antagonist	CHO-K1 Ca antag	CHRM4 agonist	OXTR potentiate
CN(C(=O)c1ccc(NC(=O)Cc2cccc(NC(=O)C3CCN(C(=O)c4ccccc4)CC3)c2)cc1)C1CC1	-13.3	-3.4	/	0.5	9.7	-0.6	-5.5	-0.6	/
COC(=O)[C@H](CC(C)C)NC(=O)N1CCN(c2cccc(C(F)(F)F)c2)CC1	7.2	-3.2	-23.9	14.6	3.0	6.1	3.4	2.0	0.7
OCC[C@H]1C[C@@H](O)[C@H](O)[C@]2(CCCO2)O1	2.9	-3.6	-13.7	0.3	-0.8	-7.2	-5.9	2.3	3.5
CC(=O)C1=C(c2ccccc2)NC(=O)NC1c1ccccc1 (stereo not drawn)	-15.9	-2.9	1.7	9.9	15.8	-8.3	-16.9	1.5	-7.1
CN1CCN(S(=O)(=O)Cc2ccccc2Cl)CC1	0.1	-0.1	-5.9	0.1	5.8	-8.7	11.4	0.6	-2.2
CC1=Nn2c(nnc2-c2cc(-c3ccccc3)n[nH]2)SC1	-26.4	-2.7	-20.0	-0.1	-1.5	-14.2	-12.0	1.2	-9.9
CN1CCN(c2ccc(S(=O)(=O)Nc3ccccc3)cc2[N+](=O)[O-])CC1	26.1	-6.7	-1.6	7.9	-25.3	14.2	-2.6	7.0	-10.6
Cn1c(SCC(=O)Nc2ccc(NC(=O)c3cccc(F)c3)cc2)nnc1-c1ccncc1	5.8	-1.5	-9.8	0.3	5.8	-5.0	2.0	0.0	-15.6
COc1cccc(CCNC(=O)CCc2nnc(Cc3cc(OC)ccc3OC)o2)c1	-5.8	-5.6	-1.9	0.6	5.4	7.1	-12.1	1.5	-7.8
COCCNCCCCOc1ccc(C)cc1[N+](=O)[O-]	-3.2	-4.2	-1.6	-0.3	2.5	-3.3	0.2	0.6	-0.5
CC(=O)c1cccc(N=Cc2c(O)c3ccccc3oc2=O)c1	-10.7	-2.6	-7.7	1.8	8.5	-15.1	-18.7	2.1	-2.9
O=C(c1ccccc1)c1c[nH]c(C(=O)NCc2cccnc2)c1	-19.6	-3.1	-9.7	0.6	3.6	-1.7	-5.7	0.8	-15.6
CC(C)(C)c1nc2ccccc2c2nnc(SCC(=O)NCc3ccco3)n12	5.2	-4.3	-38.8	0.5	-0.1	-3.4	12.2	1.2	1.8
COc1cc(SC)ccc1C(=O)OCC(=O)NC1CCCC1	-2.8	-8.5	-10.9	1.1	12.4	6.2	-12.5	0.6	-6.2
CCOC(=O)c1ccc(NC(=O)NCc2ccccn2)cc1	-2.3	-5.8	0.9	2.1	0.4	-21.1	-7.9	5.5	-7.8
COC(=O)CN=Cc1c(O)n(-c2ccc(Cl)cn2)c(=O)c2ccccc12	-9.2	-2.8	-11.9	0.4	4.7	-8.5	-7.3	1.2	-3.8
CN(C)S(=O)(=O)c1ccc(C(=O)NCc2nc3ccccc3s2)cc1	-15.0	-6.0	-15.6	1.4	8.9	0.4	-8.3	4.4	-22.8
CCOC(=O)C1=NN(C(=O)Cc2ccccc2)C(O)(c2ccc(Cl)cc2)C1 (stereo not drawn)	-10.8	-5.5	-6.2	-0.5	6.7	-9.2	-5.7	-2.3	-4.2
O=C(Nc1nncs1)C1COc2ccccc2O1 (stereo not drawn)	-15.0	-3.0	5.6	-0.5	5.0	-18.1	-2.8	0.4	-1.0
Cc1nnc(N(CCC#N)CCC#N)s1	-0.9	-3.0	9.8	-0.2	4.0	-0.5	3.7	0.3	-2.8
O=C(N/N=C/c1cc2c(cc1Br)OCO2)c1cc2ccccc2o1	-6.4	-4.0	-16.0	2.2	3.8	0.0	-0.1	4.5	-8.2
CCCNC(=O)COc1ncnc2sc(C)c(C)c12	-12.6	-2.8	-20.2	0.0	11.3	5.9	-11.5	-0.3	-3.1
CCc1ccc(OCC(=O)NNC(=O)C2CCC2)cc1	-6.2	-1.7	-4.3	1.8	5.9	-5.2	-9.2	0.5	-2.1
COc1cccc(-c2ccc(C#N)c(SCC(=O)NCCc3ccccc3)n2)c1	3.4	-7.7	-6.4	0.1	6.2	10.5	6.7	-0.5	2.3
Cc1ccc2c(c1)C(=O)C(=O)N2Cc1ccc(Cl)cc1	-6.0	16.9*	-4.6	4.1	10.1	1.4	-9.3	8.2	-3.6
C/C=C(\C)CN1CCC(n2nccc2NC(=O)c2ccc3c(c2)OCO3)CC1	-8.7	-4.0	0.2	-0.1	5.0	-2.0	-2.1	0.4	-7.9
O=C(c1ccccc1)C1CN(c2ccccc2)CC1c1ccc(Cl)cc1 (stereo not drawn)	-15.0	-1.0	-1.3	0.5	11.8	-3.3	-22.7	-0.7	-1.3
COc1ccc(-c2csc(C(C)(O)c3ccccc3)n2)cc1OC (stereo not drawn)	-16.0	-3.3	/	1.1	9.5	-5.9	-9.9	1.8	/
COC(=O)c1nc(-c2ccccc2)oc1N1CCOCC1	-7.9	-1.6	-4.4	-0.2	4.5	-4.0	-12.7	0.5	6.3
CC(=O)Nc1ccc(Nc2nc(-c3sc(NC(C)=O)nc3C)cs2)cc1	0.6	-0.8	-4.0	-0.4	-1.1	2.4	19.7	-0.4	-3.8
N#CC(C#N)=C1C=CC=CN1/C(=C\c1ccco1)C(=O)c1ccc(Cl)cc1	15.7	-6.8	89.7*	1.4	0.8	55.0*	13.5	2.9	-1.3
CCOc1cc(/C=N/NC(=O)CN(CCc2ccccc2)S(=O)(=O)c2ccc(NC(C)=O)cc2)ccc1O	13.0	-1.2	-23.0	3.7	-6.1	2.2	1.1	11.1	-7.0
Cc1cccc(C(=O)Nc2ccnc(-c3cccnc3)n2)c1	9.3	-1.0	-28.9	2.0	0.2	0.5	6.0	5.8	-11.9
CN(c1cccc(NC(=O)CCSc2ccccc2)c1)S(C)(=O)=O	-28.3	4.0	1.5	7.5	5.2	-3.4	-20.1	13.2	-8.4
CCOC(=O)c1sc(C)c(C(=O)NC2CCCCC2)c1N	-11.7	-4.1	-2.1	1.2	7.7	-1.6	-13.6	1.8	3.6
CCOc1ccccc1NS(=O)(=O)c1ccc2[nH]c(=O)[nH]c2c1	-20.3	-1.3	12.0	1.1	17.2	-11.7	-12.8	1.0	1.1
Cc1ccccc1C(=O)Nc1ccc2nc3n(c(=O)c2c1)CCC3	-9.0	0.6	-9.2	0.5	7.7	-9.7	-5.2	3.7	-7.2
CCc1ccc(NC(=O)Cc2c(C(=O)O)n(C)c3ccccc23)cc1	-5.3	-5.1	-11.6	-0.4	-0.3	-1.6	-0.8	0.8	-3.8
Nc1nc2ccc(Cc3ccncc3)cc2s1	4.7	0.8	-22.0	0.7	-0.8	13.4	3.0	-0.7	0.9
CCOc1nc(NC(=O)NC(=O)c2ccccc2)nc(-c2ccccc2)n1	-19.2	1.4	-4.0	6.8	14.6	6.6	-9.4	2.6	-2.1
CCc1c(C(=O)NCCc2cccc(C)c2)[nH]c(C)c1C(C)=O	-10.2	-6.8	-11.4	10.3	7.6	-9.0	9.1	12.2	-3.7
CCOc1cc(S(=O)(=O)N(CC)CC)ccc1F	-0.7	-7.9	-8.5	-0.4	0.4	7.8	2.2	-0.2	3.0
CC(C)NCc1cc(Br)ccc1OCc1ccccc1	29.1	34.4*	-14.3	2.6	-16.9	8.7	-7.6	3.4	-6.2
O=C(Nc1ccc(Br)cn1)c1ccc2nccnc2c1	-3.8	-0.6	-7.6	2.6	7.8	-5.9	-12.5	1.8	-16.9
O=C(CCNS(=O)(=O)c1ccccc1F)N1CCN(S(=O)(=O)c2cccc(F)c2)CC1	0.0	-2.9	0.0	0.6	-0.6	-3.6	8.4	4.0	-5.3
COc1ccc(N2CCN(C(=O)c3ccc(Br)o3)CC2)cc1	-10.1	-3.3	-12.5	2.2	8.8	-2.8	-8.2	2.5	-8.8
COc1ccc(CCNC(=O)/C=C/c2ccc(C)cc2)cc1OC	-8.1	-4.0	-14.5	1.7	3.2	5.8	1.8	0.5	-8.0
CC(=O)Nc1cc2nc(C)n(Cc3ccccc3[N+](=O)[O-])c2nc1C	-14.8	-3.8	2.2	0.5	7.1	4.6	-10.3	-0.1	-9.4
N#CCn1c(CN2CCCC2)nc2ccccc2c1=O	-5.3	-2.6	-0.2	0.9	6.6	-6.9	-6.5	0.5	4.2
CN(C)/C=C1\C(=O)N(c2ccc(Cl)c(Cl)c2)CS1(=O)=O	-5.0	-4.8	2.2	0.6	5.1	-4.8	-9.3	0.7	-3.7
C=CCn1c(=O)c2ccccc2n2c(SCc3nc(N)nc(Nc4ccccc4C)n3)nnc12	21.2	-0.4	-16.6	2.1	-19.2	-9.7	-16.3	10.2	0.2
CC(=O)c1ccc(NC(=O)CSc2nnc3ccc(-c4ccccn4)nn23)cc1	-4.3	2.0	0.8	0.2	12.2	-6.0	-14.5	-0.1	7.3
COc1ccc(CCNCCN2CCOCC2)cc1	-8.4	-6.7	4.8	0.4	3.9	7.5	-8.9	0.6	-10.7
COCCCNc1c2c(nc3ccccc13)CCC2	-3.1	-5.7	/	0.1	-0.2	-18.7	5.5	0.9	/
COc1ccc(C(CNC(=O)c2oc3ccc(Br)cc3c2C)N2CCCCC2)cc1 (stereo not drawn)	11.1	-8.0	-18.5	-0.1	-7.0	1.4	-7.0	-0.8	-3.7
COc1ccc(Cl)cc1N1C(=O)C2CCCN2C1c1ccccc1F (stereo not drawn)	-17.9	-4.6	-18.8	-0.4	10.2	-2.3	-6.7	0.1	9.1
O=C(O)CSC1CC(=O)N(c2ccc(Cl)cc2)C1=O (stereo not drawn)	-3.1	-0.1	-10.0	0.1	13.5	4.1	-7.8	0.5	-8.9
N#C/C(=C\C=C\c1ccccc1)c1nc(-c2ccc3c(c2)OCO3)cs1	-14.8	-1.0	18.6	2.7	9.1	-5.2	-11.2	1.2	-6.3
Cc1cc(/C=C2/NC(=O)NC2=O)c(C)n1-c1ccc(C#N)cc1	4.4	-5.9	-5.6	0.1	-4.5	3.0	4.9	0.4	7.8
Cn1c(-[n+]2c(-c3ccccc3)cc(-c3ccccc3)cc2-c2ccccc2)nc2c([N+](=O)[O-])cccc21	4.2	-3.3	-6.1	-0.4	5.6	-0.6	21.7	-1.8	-9.1
CCN(CC)C(=O)c1cc(S(=O)(=O)N2CCCCC2)c[nH]1	24.3	3.2	-9.2	0.9	-21.0	19.9	-1.2	4.6	-4.6
CC(=O)c1ccc(Nc2c([N+](=O)[O-])ccc3nonc23)cc1	-13.5	-1.6	2.6	0.0	4.9	10.7	0.4	0.5	-11.7
